Assay outcomes deposited in PubChem by The Scripps Research Institute Molecular Screening Center.
PAFAH1B3 FP inh = blocks human PAF acetylhydrolase 1B catalytic subunit 3. Q15102. recombinant PAFAH1B3, FP-rhodamine probe, fluorescence polarization. hit rate 0.28% among 340,000. inhibition, % at 3.39 µM;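 active = inhibition above the screen-wide average of all tested compounds plus 3 SD, cut at about 25% in these data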;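 also: 0% = enzyme with DMSO only and 100% = wells lacking PAFAH1B3 protein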
PAFAH1B2 inh = blocks human PAF acetylhydrolase 1b catalytic subunit 2. recombinant PAFAH1B2, FP-rhodamine activity probe, fluorescence polarization. inhibition, % at 3.39 µM. hit rate 1.2% among 340,000;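 active = inhibition above the mean of all tested compounds plus 3 SD, cut at about 24% in these data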;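 also: 0% = enzyme with DMSO and 100% = wells lacking PAFAH1B2; many of its hits are not listed in these tables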
Target sequence (P68402 whole entry, looked up): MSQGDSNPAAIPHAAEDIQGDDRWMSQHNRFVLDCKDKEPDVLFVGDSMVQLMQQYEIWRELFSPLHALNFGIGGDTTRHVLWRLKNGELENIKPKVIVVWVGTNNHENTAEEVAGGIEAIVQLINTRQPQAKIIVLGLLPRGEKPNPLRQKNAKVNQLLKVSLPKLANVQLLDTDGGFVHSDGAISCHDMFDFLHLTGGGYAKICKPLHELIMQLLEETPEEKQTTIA
PAD4 FP inh = blocks human protein arginine deiminase 4; hit rate 0.41% among 330,000; inhibition, % at 6.36 µM; Q9UM07; recombinant PAD4, RCA probe fluorescence polarization;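 active = percent inhibition above a cutoff equal to the mean of all tested compounds plus 3 SD, cut at about 15% in these data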;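 also: 0% = PAD4 with RCA probe and DMSO and 100% = probe without PAD4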
pPAFAH FP inh = pPAFAH (human) enzyme inhibition. hit rate 1.5% among 330,000. inhibition, % at 3.39 µM. recombinant pPAFAH, FP-rhodamine probe fluorescence polarization;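 active = inhibition above the mean inhibition across the screen plus 3 SD, cut at about 25% in these data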;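 also: inhibitors block binding of the rhodamine activity-based probe so polarization drops; 0% = enzyme with DMSO and 100% = wells lacking pPAFAH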
LYPLA1 inh = blocks human lysophospholipase 1, a PME1 counter-screen; hit rate 0.16% among 320,000; O75608; recombinant LYPLA1, FP-Rh probe fluorescence polarization; inhibition, % at 5.9 µM; AID 2174;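 active = inhibition above the mean of all tested compounds plus 3 SD, set per campaign, cut at about 14% in these data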;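 also: inhibitors block serine hydrolase probe labeling of LYPLA1 so polarization falls; 0% = enzyme with DMSO and 100% = wells lacking LYPLA1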
GSTO1 counter = blocks human GSTO1 in RBBP9 counter-screen | inhibition, % at 5.96 µM | recombinant GSTO1, activity-based probe fluorescence polarization | hit rate 1.1% among 300,000 | AID 1974 | P78417;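 active = inhibition above the campaign mean inhibition plus 3 SD, cut at about 35% in these data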;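 also: 0% = GSTO1-1 with DMSO and 100% = wells lacking GSTO1-1 enzyme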
PME-1 inh = blocks human protein phosphatase methylesterase 1 | Q9Y570 | recombinant PME-1, FP-Rh probe fluorescence polarization | inhibition, % at 5.9 µM | hit rate 0.53% among 320,000;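 active = inhibition above the campaign mean of all compounds plus 3 SD, cut at about 26% in these data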;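 also: competitive labeling of PME-1 active site by serine hydrolase directed probe; 0% = PME-1 with DMSO and 100% = wells lacking PME-1 enzyme; inhibitors block probe labeling so polarization falls and inhibition rises; many of its hits are not listed in these tables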
Target sequence (Q9Y570 whole entry, looked up): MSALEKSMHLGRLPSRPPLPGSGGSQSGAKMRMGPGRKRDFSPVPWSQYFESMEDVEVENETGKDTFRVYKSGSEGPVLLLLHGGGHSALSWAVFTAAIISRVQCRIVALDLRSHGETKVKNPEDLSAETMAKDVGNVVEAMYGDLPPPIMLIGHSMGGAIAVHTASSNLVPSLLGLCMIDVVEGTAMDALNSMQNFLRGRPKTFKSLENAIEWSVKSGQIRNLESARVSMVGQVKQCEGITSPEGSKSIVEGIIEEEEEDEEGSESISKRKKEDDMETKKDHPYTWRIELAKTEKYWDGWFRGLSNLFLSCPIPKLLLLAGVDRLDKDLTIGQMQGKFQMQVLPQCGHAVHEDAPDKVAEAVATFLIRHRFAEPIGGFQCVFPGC
LYPLA2 inh = LYPLA2 (human) inhibition in PME1 counter-screen; AID 2177; recombinant LYPLA2, FP-Rh probe fluorescence polarization; inhibition, % at 5.9 µM; hit rate 0.38% among 320,000;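 active = inhibition above the screen-wide mean plus 3 SD, limit set per campaign, cut at about 26% in these data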;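 also: 0% = LYPLA2 with DMSO and 100% = wells lacking LYPLA2 enzyme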
Target sequence (O95372 whole entry, looked up): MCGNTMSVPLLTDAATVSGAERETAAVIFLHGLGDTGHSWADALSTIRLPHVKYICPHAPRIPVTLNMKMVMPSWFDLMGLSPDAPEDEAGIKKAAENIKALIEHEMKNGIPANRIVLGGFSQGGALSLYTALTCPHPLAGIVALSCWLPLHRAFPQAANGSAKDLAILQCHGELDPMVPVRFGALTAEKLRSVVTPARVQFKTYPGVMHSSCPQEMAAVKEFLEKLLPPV
PAFAH2 FP inh = inhibitors of human PAFAH2 | Q99487 | recombinant PAFAH2, FP-rhodamine activity probe, fluorescence polarization | inhibition, % at 3.39 µM | hit rate 0.99% among 340,000 | AID 492956;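 active = inhibition above the mean over all tested compounds plus 3 SD, cut at about 30% in these data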;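 also: inhibitors block probe labeling of enzyme so polarization drops; 0% = enzyme with DMSO and 100% = wells lacking PAFAH2 protein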
* marks the source's active call; other numbers are inactive results; · = not tested or not shown. These rows are one share of the data, so the mix of outcomes need not match the whole.

SMILES	PAFAH1B3 FP inh	PAFAH1B2 inh	PAD4 FP inh	pPAFAH FP inh	LYPLA1 inh	GSTO1 counter	PME-1 inh	LYPLA2 inh	PAFAH2 FP inh
CN(/N=C/c1cc(Br)cc(Br)c1O)c1ccccc1	2	0	-8	6	1	8	-1	8	-3
CN(C)CCN(C(=O)c1cccc(Cl)c1)c1nc2c(Cl)cccc2s1	11	2	6	1	2	-1	6	10	-2
CCc1ccc(/C=C2\C(=N)N3N=C(CC(=O)N4CCCCC4)SC3=NC2=O)cc1	-3	2	2	5	3	0	-6	5	9
Cc1nc(N)nc(SCc2ccc([N+](=O)[O-])cc2)c1N	10	5	1	8	-5	5	3	4	3
CCCCCC1=C(C(=O)OC)C(C(=O)OCC)N(S(=O)(=O)C(F)(F)F)c2ccccc21 (stereo not given)	12	7	6	6	·	·	·	·	4
COc1ccc(NC(=O)CN2CCC(NC(=O)C3CCCCC3)CC2)c([N+](=O)[O-])c1	1	5	1	1	-3	5	-1	-2	-3
O=[N+]([O-])c1ccccc1S(=O)(=O)NCCC1=CCCCC1	2	12	5	8	-1	15	4	4	5
COc1ccc(CN2CCN(Cc3cc(=O)oc4cc(C)ccc34)CC2)c(OC)c1OC	3	-4	-1	-2	4	-6	2	4	-4
COc1ccc(CNC(=O)C(C)Sc2nc3ccccc3c(=O)n2CC2CCCO2)cc1 (stereo not given)	3	5	-1	0	-2	·	4	5	-6
Cc1nc2cc(NC(=O)NC3CC3)ccc2n1C	3	0	2	3	-5	3	-1	0	-2
O=C(CSc1nc2ccccc2nc1SCC(=O)N1CCOCC1)N1CCOCC1	6	4	-1	2	0	3	8	2	-1
CC(C)OCCCNC(=O)c1ccc(NC(=O)C2=CSCCO2)cc1	6	6	0	6	4	-2	-1	3	-4
Cc1ccc2[nH]c(=O)c(C(c3nnnn3CC3CCCO3)N3CCc4ccccc4C3)cc2c1 (stereo not given)	6	5	-10	4	-2	15	-1	-3	-2
COCCN1CCn2c(nc3cc(NC(C)=O)ccc32)C1	11	2	-3	3	0	5	-5	-5	-1
CNc1c(NS(=O)(=O)c2ccc(C(C)(C)C)cc2)c(=O)oc2ccccc12	-18	-9	1	4	0	-3	-4	1	-21
Cc1cccc(C)c1NC(=O)CSc1nnc(Cn2nnc(-c3ccccc3)n2)n1-c1ccccc1	7	0	1	5	-1	-6	-1	6	3
CCC(=O)Nc1nc2ccc(NC(C)=O)cc2s1	6	6	0	-2	3	3	0	-3	-16
COC(=O)CSc1nnc(-c2ccc(OC)cc2OC)o1	5	6	-4	9	5	-5	2	9	-1
O=c1[nH]c2cc3c(cc2cc1CN(CCCO)C(=S)NCc1ccco1)OCO3	14	8	0	2	0	3	0	3	4
COc1ccc(N(Cc2cc3ccccc3[nH]c2=O)S(=O)(=O)c2ccc(C)cc2)cc1	6	7	0	3	0	-2	3	0	11
C=CCNC(=O)CCCC(=O)NCC=C	10	2	0	-4	3	8	4	2	-5
O=C(N/N=C/c1cc(Br)c(Br)s1)c1ccncc1	11	-1	3	4	-2	4	-7	6	0
CC1CCN(S(=O)(=O)c2csc(C(=O)Nc3ccccc3)c2)CC1	-3	8	-1	-2	-6	2	-10	-6	8
COc1ccc(C(=O)Nc2ccc(NC(=O)c3cccs3)cc2)cc1Cl	1	-5	1	-2	-2	2	-1	1	-10
COc1ccc2c(-c3ccccc3)cc(=O)[nH]c2c1	9	0	1	7	4	2	10	9	7
S=C(Nc1ccc(Cl)cc1Cl)NC1CCCCC1	3	0	1	6	-1	-2	1	5	-6
COc1cccc(N2CCN(C(=O)CN(c3ccc(C)cc3)S(=O)(=O)c3c(C)n[nH]c3C)CC2)c1	5	2	-3	10	3	3	0	8	1
Cc1sc(-n2c(C)cc(/C=N/n3cnnc3)c2C)c(C#N)c1C	4	2	-5	11	1	3	-5	9	-8
O=C(CSc1nnnn1Cc1ccccc1)NCC(=O)c1ccccc1	-3	3	-2	-3	1	-5	3	4	4
N#CCCN(C(=O)COC(=O)CNC(=O)c1cccs1)c1ccc(F)cc1	-1	3	7	0	-1	5	-1	2	0
CC(C)(CNC(=O)c1ccc(S(=O)(=O)Nc2cccc(C(F)(F)F)c2)cc1)N1CCOCC1	-4	2	-3	8	-1	·	7	1	0
COc1ccc(N(CC(=O)N2CCOCC2)S(C)(=O)=O)c(OC)c1	6	0	1	4	4	4	2	3	-10
O=C(Cc1ccc(-c2ccccc2)cc1)NC1CCCC1	-3	-1	-1	7	-1	-2	5	-1	4
Cc1ccc(NC(=O)C(=O)NN)cc1	0	-1	2	3	-2	-3	-4	-3	4
O=C(O)CN1CCN(Cc2cccc(Cl)c2)C1=O	6	-1	-1	11	5	2	10	12	-4
CCOC(=O)Nc1ccc2c(c1)N(C(=O)N1CCN(C)CC1)c1ccccc1S2	8	1	-3	14	6	0	8	6	-1
CCOC(=O)c1c(C)nc(C)c(C(=O)OCC)c1-c1ccccc1	8	4	1	0	0	0	6	0	1
COc1ccc(-c2nnc(SCC(=O)N3CCCC3)o2)cc1OC	·	·	-1	3	-2	9	-5	2	·
COc1ccc(N=C(c2ccccc2)c2c(C)[nH]n(-c3ccccc3)c2=O)c(OC)c1	9	3	-2	6	-2	-8	-1	3	0
C=C(C)C(C)(C#CCN1CCCC1)OC(C)=O (stereo not given)	8	-3	2	-1	-3	5	0	5	-1
CCN1CCN(C(c2cccs2)C(C)NS(=O)(=O)c2ccc(F)cc2)CC1 (stereo not given)	-4	6	-2	3	2	11	5	3	-5
O=C1N/C(=N/N=C/c2ccc(F)cc2)SC1c1ccccc1 (stereo not given)	·	·	-1	1	0	7	-2	-2	·
O=C(CSCCO)Nc1nccs1	7	1	3	5	0	-5	-9	-1	-5
COc1ccccc1C(=O)Nc1ccc2c(c1)CN(Cc1cnc(C)s1)CC2	-1	3	-6	-10	-3	-4	6	1	-3
CCN(CC)C(=O)CN(c1cc2c(cc1OC)oc1ccccc12)S(=O)(=O)c1ccccc1	2	0	-2	5	3	-5	-6	-1	10
COc1cc(C(=O)N2CCN(C/C=C/c3ccccc3)CC2)cc(OC)c1C	1	0	0	-1	0	1	0	5	-5
O=C(Nc1ccccc1C(=O)O)c1cc(S(=O)(=O)N2CCOCC2)cs1	8	1	-1	7	1	-12	-8	5	7
COC(=O)c1c(NC(=O)c2ccccc2)sc2c1CC(C)(C)NC2(C)C	6	8	2	3	-2	-2	-2	1	-1
CN(C)S(=O)(=O)N1CCc2ccccc21	6	3	-5	-1	2	0	1	6	-1
Cc1cc(C)cc(NC(=O)NC2CCN(CC(=O)Nc3cccc(Cl)c3C)CC2)c1	3	3	2	2	-1	4	7	-4	-11

Later entries.
SMILES	PAFAH1B3 FP inh	PAFAH1B2 inh	PAD4 FP inh	pPAFAH FP inh	LYPLA1 inh	GSTO1 counter	PME-1 inh	LYPLA2 inh	PAFAH2 FP inh
CCC(=O)Nc1cc(Cl)ccc1N1CCN(C(=O)CC)CC1	5	1	-5	2	5	3	-1	1	1
O=C1CN(c2nc(-c3ccccc3)c3ccccc3n2)c2ccccc2N1	6	0	4	6	3	-2	-1	3	5
CCc1c(C(=O)NC2CCCc3ccccc32)[nH]c(C)c1C(C)=O (stereo not given)	6	5	-1	0	0	3	1	3	2
CCN(CC(=O)Nc1c(F)cccc1F)C(=O)c1ccc2ncsc2c1	11	5	2	8	-6	3	3	-12	-3
COC(=O)c1ccc(S(=O)(=O)NCc2ccccn2)n1C	2	-1	1	-4	-1	-5	0	1	1
CN(c1ccccc1)S(=O)(=O)c1ccc(C(=O)Nc2nnc(-c3ccco3)o2)cc1	-4	11	-11	8	-2	-113	-1	-4	-4
CCC(CC)NCC(O)COc1ccc(Br)cc1 (stereo not given)	5	6	1	7	-1	1	0	-3	2
COc1cccc2cc(C(=O)CC3(O)C(=O)N(Cc4ccccc4)c4ccccc43)c(=O)oc12 (stereo not given)	8	7	-2	16	1	0	-1	2	4
Cc1ccc(Cl)cc1NC(=O)NCc1ccccn1	7	-7	-1	0	-1	-3	-1	5	-6
Cc1ccc(-c2csc(N(Cc3ccccc3)C(=O)COc3ccccc3)n2)cc1	2	4	-3	5	1	5	6	10	-2
CN(C(=O)c1ccccc1F)C(c1ccccc1)c1ccccc1	7	18	-1	3	1	-2	18	6	-5
CCCC(=O)Nc1ccc(OCC(=O)OC)cc1	11	4	1	8	1	2	5	7	-11
O=C(CSc1nnc(Cc2ccccc2)o1)Nc1cccc(F)c1	-1	-1	-5	3	1	4	-7	3	9
Brc1ccc(CN2CC[C@H]3C=CCc4cccc(c43)C2)cc1	-1	6	4	-2	3	·	1	6	1
CC(C)CN(C(=O)COC(=O)c1ccc2c(c1)OCCO2)c1c(N)n(Cc2ccccc2)c(=O)[nH]c1=O	4	9	-7	2	2	-2	-3	3	10
CCOC(=O)c1c(C)[nH]c(C=O)c1Cc1cccc(Cl)c1	-2	4	3	5	0	-3	3	10	-6
O=C(Nc1ccccc1)N(c1ccccc1)C1C=CS(=O)(=O)C1 (stereo not given)	·	·	1	1	1	12	-1	-1	·
COCCn1c(=O)[nH]c(=O)c2cc(C(=O)c3cc(Cl)ccc3O)cnc21	-5	-6	-7	9	-7	-14	2	-5	-2
CC(NC(=O)c1ccco1)C(=O)N1CC=C(c2ccccc2)CC1 (stereo not given)	-4	3	2	6	·	·	·	·	5
Cn1nc(C(F)(F)F)c(/C=N/OC(=O)c2ccccc2)c1SCc1ccccc1Cl	6	16	2	4	0	-16	0	3	2
CCCCn1c(SCC(=O)NC2CCS(=O)(=O)C2)nc2cc(S(N)(=O)=O)ccc21 (stereo not given)	10	2	2	6	1	2	1	0	2
O=S(=O)(Nc1cccnc1Cl)c1ccc2c(c1)OCCO2	9	0	3	3	-3	4	5	4	5
CC(C)CC1NC2(C(=O)N(C)c3ccccc32)C2C(=O)N(C(C)C)C(=O)C12 (stereo not given)	-1	5	-1	0	0	8	2	0	4
CN(C)c1ccc(NC(=S)N(CCc2ccccc2)C2CC(=O)N(c3c(Cl)cccc3Cl)C2=O)cc1 (stereo not given)	2	3	2	-1	-6	1	-2	-1	-2
O=C(c1ccncc1)c1ccc(N2CCN(C3CC(=O)N(Cc4ccccc4)C3=O)CC2)cc1 (stereo not given)	-1	-3	-1	0	6	8	-7	28*	0
N#CCCN(C(=O)COC(=O)c1ccc2ccccc2n1)c1ccccc1	0	5	-1	1	-2	·	0	2	2
Cc1onc(-c2c(Cl)cccc2Cl)c1C(=O)N=C(N)N1CCCC1	12	3	-1	-4	1	-2	0	1	5
COc1ccc(C(=O)Nc2ccccc2)cc1S(=O)(=O)NCc1ccco1	2	4	5	4	-2	1	-2	0	-1
O=C(COC(=O)/C=C/c1ccc(S(=O)(=O)N2CCOCC2)cc1)NCc1ccc2c(c1)OCO2	-4	4	-4	7	-1	-6	4	-5	12
N#Cc1ccccc1N/C=C/C(=O)c1ccc(Cl)cc1	·	·	3	-3	-1	-5	-2	2	·
CCSc1ccccc1C(=O)NCCCn1ccnc1	3	9	-4	4	1	1	0	-1	-3
O=C(COc1ccc(Br)cc1Cl)NC(=S)N1CCc2ccccc21	-2	22	-3	-3	1	6	-5	3	14
